From PubChem
Cav32 inh: blocks human Cav3.2 T-type calcium channel; O95180; Cav3.2-expressing cells, Fluo-4 calcium fluorescence FDSS; stronger effect = lower value; B-score at 10 µM; 100,000 tested, 4% active; AID 449739;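 active means single-dose well whose peak fluorescence ratio is a statistical outlier from its plate by either plate-standardised score or position-corrected B-score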
* marks the source's active call; other numbers are inactive results. Not all compounds are listed; rates above refer to the full screens.

Structure	Cav32 inh
Cc1snc(S(=O)(=O)/C(C#N)=N/Nc2cccc(C(F)(F)F)c2)c1C#N	-6.2*
O=C(Oc1ccc2c3c(c(=O)oc2c1)CCC3)c1ccco1	0.32
Cc1ccc(/C(N)=N/OC(=O)c2ccco2)cc1	0.18
N=c1c(S(=O)(=O)c2ccccc2)cc2c(=O)n3ccccc3nc2n1CC1CCCO1 (stereo not given)	0.062
O=C(NCC1CCCO1)c1ccc2c(=O)n(CCc3ccccc3)c(=O)[nH]c2c1 (stereo not given)	0.42
O=S1(=O)CCC(NS(=O)(=O)c2cccc3cccnc23)C1 (stereo not given)	-0.38
COc1ccc(OC)c(CNC(=O)Cc2c(C(=O)O)[nH]c3ccccc23)c1	-0.078
Cc1cc2nc3c(c(=O)n2[nH]1)CCCC3	-0.27
CCn1c(=N)n(CC(O)COc2cccc(C)c2)c2ccccc21 (stereo not given)	-2.5
COc1ccc(NC(=O)c2ccc(C(=O)c3ccccc3)o2)cc1	-0.064
Cc1cc2cc(C)c3nnc(SCC(=O)N4CCc5ccccc54)n3c2cc1C	-0.0047
COC(=O)C1=C(C(=O)OC)[C@@H]2N(C)c3ccccc3[C@@]23C[C@@H](CO)N(C(=O)C2CCC2)C3=N1	-0.73
CN(C)Cc1cc(C(C)(C)C)c(O)c(C(C)(C)C)c1	0.54
O=C(Nc1cccnc1)c1cc(-c2ccccc2)on1	-0.71
Cn1c(=O)c2c(nc(SCC(=O)NCc3ccc4c(c3)OCO4)n2Cc2ccc(F)cc2)n(C)c1=O	1.9
CCOc1cccc2c1OC1(C)CC2NC(=O)N1c1cccc(Cl)c1 (stereo not given)	0.22
O=C(N1CCOCC1)C12CC3CC(C1)CC(C(=O)N1CCOCC1)(C3)C2	-0.25
Cc1[nH]c2ccccc2c1C(=O)CN1CCN(C2CCCCC2)CC1	1.9
CS(=O)(=O)N(CC(=O)N1CCN(c2ccccc2)CC1)c1ccc(Cl)c(C(F)(F)F)c1	-5.3*
Cc1ccc(S(=O)(=O)N2CCC(C(=O)O)CC2)cc1C(=O)O	0.81
CCc1c(C)nc(SCC(=O)CC(=O)OC(C)C)c(C#N)c1C	-3.3
C=CCn1c(-c2ccc(OC)c(OC)c2)n[nH]c1=S	-0.46
N#Cc1c(N)c(C(=O)c2ccc(Cl)cc2)n2c1CCC2	1.1
O=C(CCCOc1ccc(Cl)cc1Cl)N1CCCc2ccccc21	-1.6
Cc1ccc(C)c(C(=O)O/N=C(\N)c2ccc(Br)cc2)c1	-0.36
O=C(c1ccccc1)c1ccccc1C(=O)N1CCOCC1	0.42
CCc1ccc(-c2nnn(Cc3nn[nH]n3)n2)cc1	0.34
Cc1onc(-c2ccccc2)c1C(=O)N1CCc2ccccc21	-1.1
O=C(Nc1ccc(N2CCOCC2)c(Cl)c1)c1cccnc1	0.0066
Cc1cc(C)nc(Sc2ccc3nnc(C(F)(F)C(F)(F)C(F)(F)F)n3n2)n1	0.39

Continued (two carried over from the part before).
Structure	Cav32 inh
O=C(Nc1ccc(N2CCOCC2)c(Cl)c1)c1cccnc1	0.0066
Cc1cc(C)nc(Sc2ccc3nnc(C(F)(F)C(F)(F)C(F)(F)F)n3n2)n1	0.39
CCN(CC)c1nc(N)nc(N(c2ccccc2)c2ccccc2)n1	0.57
CN(C)S(=O)(=O)c1ccc(N2CCCC2)c(C(=O)NCc2cccc(C(F)(F)F)c2)c1	0.38
CC1CCC(NC(=O)c2cc3c(s2)CS(=O)(=O)C3)CC1 (stereo not given)	-0.02
O=C(Nc1ccc2c(c1)CCC2)c1cnn2c1NC(c1ccco1)CC2C(F)(F)F (stereo not given)	0.18
N#Cc1ccc(CSc2nnc(-c3cccc(S(=O)(=O)N4CCCCC4)c3)o2)cc1	-7.5*
CCCCNC(=O)C(C#N)c1nc2ccccc2nc1N1CCN(c2ccccc2F)CC1 (stereo not given)	-7.5*
O=C(CSc1ncnc2c1oc1ccccc12)Nc1cccc(Cl)c1	-1
COc1cc(NC(=O)c2ccc(Cl)cc2)c(OC)cc1NC(=O)CN1CCOCC1	-0.9
C=CC[n+]1c(-c2ccc(OC)cc2)csc1NNC(=O)Nc1ccccc1	-2.3
COc1ccc(CN(Cc2ccccn2)S(=O)(=O)c2ccc(-n3cnnn3)c(OC)c2)cc1	-0.37
CCSc1nc2c(c(=O)n(C)c(=O)n2C)n1Cc1ccc(Cl)cc1	-1.5
CCOC(=O)C1=C(Cn2cnc3ccccc32)NC(=O)NC1c1cc(C)ccc1C (stereo not given)	-3.5
CN1/C(=C/C=N/n2cnnc2)C(C)(C)c2ccccc21	0.11
NCCCC[C@@H]1NC(=O)c2cc([N+](=O)[O-])cc(I)c2SC[C@@H](C(=O)NCC(N)=O)NC(=O)CNC1=O	0.46
COc1cc(-c2c(C#N)c(N)nc3c2c(C)nn3-c2ccc(C)c(C)c2)cc(OC)c1OC	-4.8*
N#Cc1ccc(C23CC4(C2)[C@H](CN(Cc2cccnc2)[C@@H]4c2ccccc2)C3c2ccccc2)cc1 (stereo not given in full)	-1.1
CC(=O)OC(C(=O)N1CCN(c2ccc(F)cc2)CC1)c1ccccc1 (stereo not given)	1.3
CCN1C(=O)/C(=C/c2cnn(C)c2C)SC1=S	0.17
CC(C)Oc1ccc(Cn2c(-c3ccco3)n[nH]c2=S)cc1	-2.2
CC1Cc2ccccc2N1C(=O)CSc1nnc2c(n1)[nH]c1ccc(F)cc12 (stereo not given)	-5.9*
COc1ccc(CNC(=O)C2CCCN(c3nccc(C)n3)C2)cc1 (stereo not given)	0.81
N#CCCn1nc(Cc2cccc3ccccc23)c(C#N)c1N	0.27
CCc1ccc(NC(=O)CC2NCCNC2=O)cc1 (stereo not given)	1.9
CC(C)N(C(=O)N1CCC(c2nc(-c3ccncc3)no2)CC1)C(C)C	0.65
O=c1c2ccccc2nnn1CSc1nnc(-c2cccc(S(=O)(=O)N3CCCCC3)c2)o1	-0.99
NC(=O)[C@@H]1CC2(CC(c3cccc(NC(=O)CC(c4ccccc4)c4ccccc4)c3)=NO2)CN1C(=O)[C@@H]1CCC(=O)N1 (stereo not given in full)	0.33
Cc1ccc(S(=O)(=O)Nc2ccc(C(=O)Nc3cc(C)on3)cc2)cc1	-0.25
N#Cc1c(N2CCCCC2)nc(N2CCCCC2)c2c1CCN(Cc1ccccc1)C2	-2.1
Cc1cc(C)n(-c2ccc(Cl)c(C(=O)O)n2)n1	1.3
CC(C(=O)NCc1ccccc1)N1C(=O)CN(C)C(=O)c2ccccc21 (stereo not given)	0.076

Individual results from above:
Cav32 inh, `CCOC(=O)C1=C(Cn2cnc3ccccc32)NC(=O)NC1c1cc(C)ccc1C` (stereo not given) stands at -3.5
Cav32 inh, `CN(C)S(=O)(=O)c1ccc(N2CCCC2)c(C(=O)NCc2cccc(C(F)(F)F)c2)c1` stands at 0.38
Cav32 inh, `CC(C)Oc1ccc(Cn2c(-c3ccco3)n[nH]c2=S)cc1` stands at -2.2
Cav32 inh, `CC(C(=O)NCc1ccccc1)N1C(=O)CN(C)C(=O)c2ccccc21` (stereo not given) stands at 0.076
Cav32 inh, `CC(C)N(C(=O)N1CCC(c2nc(-c3ccncc3)no2)CC1)C(C)C` stands at 0.65

Next results follow:
Structure	Cav32 inh
Cn1ccnc1SCC(=O)Nc1cccc2ccccc12	0.23
O=C(C1CCC(=O)N1Cc1ccccc1Cl)N1CCN(c2cccc(Cl)c2)CC1 (stereo not given)	-2.5
O=C(CSc1ncccc1-c1nc2ccccc2[nH]1)NC1CC1	0.1
Cc1ccc(C2=[N+]([O-])C3(CCCCC/C3=N\O)N(O)C2(C)C)o1 (stereo not given)	0.034
Cc1[nH]nc2c1C(=O)CCC2	0.097
COC(=O)C1=C(C(=O)OC)C2(OC1c1ccccc1C)C(=O)c1ccccc1C2=O (stereo not given)	0.12
Nc1nc(-c2ccccc2Br)cs1	-0.1
CCN1CCN(C(=O)Cn2c(=O)sc3ccccc32)CC1	0.91
O=C(NCc1ccco1)c1ccccc1NS(=O)(=O)c1ccc(Br)s1	-6.1*
Cc1ccc(NS(=O)(=O)c2ccc(NC(=O)CSc3ccc(Cl)cc3)cc2)c(C)c1	-0.013
C=CCOc1ccc(C(=O)N(Cc2ccc(N(C)C)cc2)C2CCS(=O)(=O)C2)cc1 (stereo not given)	-0.85
Cc1ccc(OCCN2C(=O)CSC2=O)cc1	-0.36
CCN1C(=O)/C(=C/c2c(C)nn(C)c2C)SC1=S	-0.22
Cc1cc(C)c(S(=O)(=O)NCc2cn3c(C)csc3n2)c(C)c1	0.21
COc1ccc(Nc2ncc(C(=O)N3CCC(C(N)=O)CC3)c3ccccc23)cc1	0.42
NC(=O)c1ccccc1NS(=O)(=O)Cc1ccccc1	-0.057
CCc1c(C)nc2[nH]nc(-c3ccccc3)n2c1=O	0.78
O=C(COC(=O)C12CC3CC(CC(O)(C3)C1)C2)NC(=O)NCc1ccco1	1.1
O=C(c1ccc(COc2c(F)c(F)cc(F)c2F)o1)N1CCN(c2ccccc2)CC1	-0.49
N=C(N)c1ccc(OCCCCCOc2ccc(C(=N)N)cc2)cc1	0.18
CCOC(=O)C1=C(C)N=c2s/c(=C\c3ccncc3)c(=O)n2C1c1ccc2c(c1)OCO2 (stereo not given)	-3.4
Clc1ccc2[nH]c3c(c2c1)CCc1cn[nH]c1-3	-0.34
c1cncc(-c2nnc3n2C2(CCCCC2)Cc2ccccc2-3)c1	0.42
COc1ccc(OCCOCCN2CCOCC2)cc1	1.7
Nc1nonc1C(=O)NCCN=Cc1ccccc1O	-0.39
Cc1cc2c(cc1C)[n+](C)cn2CC(O)COCc1ccccc1 (stereo not given)	0.67
CCOC(=O)C1CCN(C(=O)c2ccc3snnc3c2)CC1	0.76
O=C(CN1CCOCC1)Nc1ccc(C2CCCCC2)cc1	0.4
CCN(CC)S(=O)(=O)c1ccc2oc(C(=O)N3CCOCC3)c(C)c2c1	1.4
COc1ccc(S(=O)(=O)N2CCC(C(=O)NCc3ccco3)CC2)cc1	-1.3
O=C(CCCn1c(=S)[nH]c2ccccc2c1=O)N1CCN(c2cccc(Cl)c2)CC1	-0.12
c1ccc(-c2n[nH]c3c2CCC3)cc1	2.4
COc1cccc(N(C(=O)Cn2nnc(-c3ccc(C)cc3)n2)C(C(=O)NC(C)(C)C)c2c[nH]c3ccccc23)c1 (stereo not given)	-5.6*
CCOC(=O)C(C)N1N=C(/C=C/c2ccc(OC)cc2)CCC1=O (stereo not given)	0.26
Cc1ccnc(SCC(=O)Nc2c(C)n(C)n(-c3ccccc3)c2=O)n1	0.68
CCOC(=O)c1[nH]c2ccc(OC)cc2c1NC(=O)c1cccc(OC)c1	-0.9
CC(=O)c1ccc(NC(=O)CCn2c(=O)oc3ccccc32)cc1	0.97
CCCc1cc(=O)[nH]c(SCC(=O)NCCCC(=O)OCC)n1	-0.0062
CC(C)(C)C(=O)NCCCc1nc2ccccc2n1CCCOc1ccc(Cl)cc1	-6.7*
C=CCn1cc(C(=O)NCCOC)c(=O)c2cc(S(=O)(=O)N(CC)CC)ccc21	1.1
COc1ccc(NC(=O)C2CCCN(S(=O)(=O)c3ccc4c(c3)oc(=O)n4C)C2)cc1OC (stereo not given)	0.38
COC(=O)CCc1c(C)[nH]c(C(=O)OCc2ccccc2)c1C	-3.2
COc1ccc(/C=N/NC(=O)CSc2nnc(CCCc3ccc(OC)c(C)c3)o2)cc1	-1.6
COc1ccc(O)c(C(=O)c2cc(C#N)c(=O)n(-c3c(C)n(C)n(-c4ccccc4)c3=O)c2)c1	-0.6
c1csc(-c2cnc3ccccc3n2)c1	0.32
C#CCNC(=O)C1=C[C@@H](c2ccccc2)[C@H](CCCO)[C@@H](OCC)O1	1.1
CCN(CC)S(=O)(=O)c1cc(NC(=O)COC(=O)CCc2nc3ccccc3s2)ccc1C	-4.8*
CCN1C(=O)CC(N2CCC(C(=O)OC)CC2)C1=O (stereo not given)	0.47
CNc1cccccc1=S	-1.6
Cc1cc(C)c(C(=O)CSc2nnc(-c3cccnc3)n2C)c(C)c1	0.0053
Clc1ccc(OCCSc2nnnn2C2CCCCC2)cc1	-0.011
Cn1c(SCC(=O)c2ccccc2)nnc1-c1cccnc1	0.031
CC(=NCc1ccco1)C1=C(O)c2ccccc2C1=O	0.17
CCCCc1ccc(Nc2nc(CCC)cc(=O)[nH]2)cc1	-0.11
CCCn1c(SCC(=O)Nc2c(CC)cccc2CC)nnc1C(C)C	-0.093
O=C(O)C1=C[C@H](c2ccccc2)C[C@H](OCCCCO)O1	0.69
COc1cc(C2=CCN(C(C)=O)CC2)ccc1OC(C)=O	1.2
COC(=O)c1c(C)[nH]c(C)c1-c1ccccc1Cl	-1.4
CCOc1ccc(N(C(C)C(=O)Nc2ccc(OC)cc2)S(C)(=O)=O)cc1 (stereo not given)	-0.19
CCc1ccc(C2C3=C(CC(C)(C)CC3=O)Nc3c2c(=O)[nH]c2nc(C)nn32)cc1 (stereo not given)	-0.73

Further structures follow.
Structure	Cav32 inh
CCc1c(C)c2ccc(OCC(N)=O)cc2oc1=O	-0.0073
CCCCCCCCCCCC(=O)N/N=C/c1ccco1	-0.022
CCOc1ccc(CN2CCN(c3cc(C)nc4c5c(C)cc(C)nc5nn34)CC2)cc1	-0.15
COc1cc2c(cc1OC)C(C(=O)O)C(c1cc(Br)c(O)c(OC)c1)N(C)C2=O (stereo not given)	0.22
Nc1nonc1-c1noc(CCCN2C(=O)c3ccccc3C2=O)n1	-0.12
COc1ccc2nc3oc(C(=O)N4CCN(c5cccc(Cl)c5)CC4)cc3cc2c1	-3.7
Cc1ccc(S(=O)(=O)N(CCO)Cc2cc3ccc(C)c(C)c3[nH]c2=O)cc1	0.38

Four records picked at random from those above, as already listed:
Structure	Cav32 inh
CCOc1ccc(CN2CCN(c3cc(C)nc4c5c(C)cc(C)nc5nn34)CC2)cc1	-0.15
CCCCCCCCCCCC(=O)N/N=C/c1ccco1	-0.022
Cc1ccc(S(=O)(=O)N(CCO)Cc2cc3ccc(C)c(C)c3[nH]c2=O)cc1	0.38
CCc1c(C)c2ccc(OCC(N)=O)cc2oc1=O	-0.0073
